# Assay outcomes as filed in PubChem.
# TRPV1 agonist: activates the human vanilloid receptor TRPV1; Q8NER1; AID 540275; TRPV1-expressing cells, Fluo-8 calcium influx, agonist mode; 0.19% of 320,000 active; activation, % at 8.33 µM; in the data active means activation above about 80%; inconclusive means between about 30% and that limit; further: 0% is about no effect
#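 Fluo-8 calcium influx in TRPV1-expressing cells, kinetic read (ex 480/em 520 nm). Compound added and read 3 min for agonist activity, followed by capsaicin at EC20 final and 2 min further read for enhancement.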
# uPA generation: cell surface uPA generation inhibition. cell surface uPA generation assay, qHTS. Potency, µM (titrated, usually from 38.3 µM), for inactives: at the highest dose activity change, negative = inhibition, usual class: inhibitors. 0.31% of 330,000 active. AID 540303; active means well fitted inhibition curve with a large enough effect; inconclusive means small, poorly fitted or top-dose-only effect; inactive means no such curve, though single readings can be large or run the other way; tested in mouse RAW 264.7 cells; further: potency means the concentration at half of the fitted maximal effect; on the % scale 0 is the no-effect control and ±100 the full control effect; nearly all actives have a fitted effect of over 55% in size
# p53 reactivator: re-activators of mutant p53. AID 504706. Potency, µM (series often up to 92.2 µM), without a hit: at the top dose activity change, positive = activation, most hits filed as activators. H1299 p53-A138V BP100-luciferase reporter, luminescence, 24 h. 0.063% of 320,000 active; further: potency means the concentration at half of the fitted maximal effect; % of control where 0% means no effect; nearly all actives have a fitted effect of over 45% in size
#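 H1299 (p53-null), stable ts p53-A138V + BP100-Luc; 1000 cells/well, Opti-MEM/10% FBS; cpd 4 pt, 1:5; 24 h, 37 deg C, 5% CO2; detection reagent 10 min RT; luminescence.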
# PTAP TSG101 blk: blocks PTAP/TSG101 interaction to inhibit HIV-1 budding; 340,000 tested, under 10 active; AID 493005; Fluorescence polarization, FITC-PTAP peptide / Tsg101 binding; Q99816; Potency, µM (titrated, usually from 115 µM), without a hit: top-dose activity change, negative = inhibition, most hits filed as inhibitors; active means well fitted inhibition curve with a large enough effect in the main read-out, with a control signal flat, not every such curve was filed as active; inconclusive means small, poorly fitted or top-dose-only effect, or effect the other way, or a change in a side signal; inactive means no such curve, though single readings can be large or run the other way; further: potency means the concentration at half of the fitted maximal effect; % of control where 0% means no effect
#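 FP read-out: FITC-PTAP peptide, 50 nM final, binding Tsg101 binding domain, 10 uM final; 20 min, r.t.; 10 mM HEPES pH 7.5, 0.15 M NaCl, 0.01% Tween 20, 3 mM EDTA, 0.1 mM TCEP.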
# B2AR arrestin: recruits beta-arrestin to the human beta2-adrenergic receptor | 0.02% of 330,000 active | P07550 | AID 492947 | beta-arrestin recruitment to beta2AR, cell-based reporter | Potency, µM (titrated, usually from 46.1 µM), for the others: top-dose activation, usual class: activators;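 further: potency means the concentration at half of the fitted maximal effect; 0% = DMSO controls and full agonism = EC100 isoproterenol or metaproterenol; nearly all actives have a fitted effect of over 65% in size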
# Target sequence (P07550 whole entry, looked up): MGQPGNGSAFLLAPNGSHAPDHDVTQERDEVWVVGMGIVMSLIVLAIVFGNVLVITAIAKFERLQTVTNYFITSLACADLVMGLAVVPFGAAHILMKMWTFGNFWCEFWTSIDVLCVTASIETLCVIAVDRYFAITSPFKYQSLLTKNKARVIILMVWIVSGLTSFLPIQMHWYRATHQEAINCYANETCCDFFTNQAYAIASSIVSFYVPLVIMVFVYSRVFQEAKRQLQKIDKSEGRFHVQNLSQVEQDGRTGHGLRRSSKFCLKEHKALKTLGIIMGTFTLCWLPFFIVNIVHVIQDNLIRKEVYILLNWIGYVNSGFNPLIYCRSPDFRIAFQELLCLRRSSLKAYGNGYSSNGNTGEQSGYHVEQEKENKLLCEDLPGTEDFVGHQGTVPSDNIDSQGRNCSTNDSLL
# ASM inhibitor: human S-ASM enzyme inhibition | placental ASM, HMU-PC fluorogenic substrate, 60 min | 0.006% of 340,000 active | P17405 | Potency, µM (highest dose often 57.5 µM), for inactives: at the highest dose activity change, negative = inhibition, usual class: inhibitors; further: potency means the concentration at half of the fitted maximal effect
#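 Steps: dispense placental human ASM, pin compound, wait 10 min at room temperature, add HMU-PC0 substrate at 9 uM final, incubate 60 min at 37 °C, add stop solution raising pH to 10, read fluorescence.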
# ELG1 genotoxic: inducers of genotoxicity in HEK293T ELG1-luciferase cells | HEK293T ELG1-luciferase reporter, luminescence, 16 h | Potency, µM (doses to about 46 µM), inactives show top-dose activity change, positive = activation, hits mostly activators | 1.3% of 330,000 active | AID 504466; further: potency means the concentration at half of the fitted maximal effect; % of control where 0% means no effect; nearly all actives have a fitted effect of over 60% in size
#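 Genotoxic stress is detected as increased luminescence from luciferase-tagged ELG1 in HEK293T cells, measured with ONE-Glo after a 16 hr treatment at 37 °C.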
# Eya2 inh: blocks the phosphatase activity of human Eya2 | 0.006% of 330,000 active | O00167 | Potency, µM (series often up to 76.9 µM), inactives show at the highest dose activity, negative = inhibition, actives largely listed as inhibitors | recombinant Eya2, OMFP fluorescence dephosphorylation (OMFP is methylfluorescein phosphate); further: potency means the concentration at half of the fitted maximal effect; on the % scale 0 is the no-effect control and ±100 the full control effect
#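 Eya2 protein (added as 0.2 uM solution) was preincubated with compound for 10 min at ambient temperature in 50 mM HEPES pH 7.5, 50 mM NaCl, 5 uM MgCl2, 0.05% BSA, 1 mM DTT. OMFP (added at 50 uM) then reacted 10 min; fluorescence read at 485/525 nm.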
# USP2a block: blocks human ubiquitin-specific protease USP2a. O75604. USP2 core, Ub-CHOP2 coupled fluorogenic reporter, 485/531. Potency, µM (top dose mostly 38.3 µM), inactives show at the top dose activity change, negative = inhibition, hits mostly inhibitors. 0.01% of 330,000 active. AID 463254;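 further: potency means the concentration at half of the fitted maximal effect; plate controls were DMSO wells for no effect and full inhibition by NEM control for full effect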
# Target sequence (O75604 whole entry, looked up): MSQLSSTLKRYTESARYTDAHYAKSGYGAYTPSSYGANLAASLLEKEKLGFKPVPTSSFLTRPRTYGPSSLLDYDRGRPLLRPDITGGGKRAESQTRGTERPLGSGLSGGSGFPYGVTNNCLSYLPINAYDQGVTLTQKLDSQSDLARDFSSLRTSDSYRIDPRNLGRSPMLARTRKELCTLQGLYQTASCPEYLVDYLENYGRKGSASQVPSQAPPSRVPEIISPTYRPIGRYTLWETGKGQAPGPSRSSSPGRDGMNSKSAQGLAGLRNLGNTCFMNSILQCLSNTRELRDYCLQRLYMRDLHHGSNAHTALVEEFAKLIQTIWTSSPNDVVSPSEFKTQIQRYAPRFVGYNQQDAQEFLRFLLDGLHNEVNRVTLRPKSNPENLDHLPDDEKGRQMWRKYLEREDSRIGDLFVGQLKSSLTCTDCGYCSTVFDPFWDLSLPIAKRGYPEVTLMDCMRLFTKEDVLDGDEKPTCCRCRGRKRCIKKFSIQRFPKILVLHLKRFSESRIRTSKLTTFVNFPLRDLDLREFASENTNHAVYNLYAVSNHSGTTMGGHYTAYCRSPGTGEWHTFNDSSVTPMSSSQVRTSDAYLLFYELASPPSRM
#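 USP2 core (10nM final) preincubated 30min RT with compound in 20mM Tris-HCl pH 8.0, 2mM CaCl2, 2mM beta-mercaptoethanol, 0.05% CHAPS; 25nM Ub-CHOP2 plus 25nM reporter substrate added, fluorescence (Ex485/Em531) read after 60min.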
# a7 integrin act: integrin-mediated muscular dystrophy alleviation activation; alpha7betagal myoblasts, beta-gal FDG fluorescence, 48 h; Potency, µM (doses to about 38.3 µM), without a hit: top-dose activation, usual class: activators; 0.064% of 350,000 active;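 further: potency means the concentration at half of the fitted maximal effect; 100% = response of the positive control SU9516; nearly all actives have a fitted effect of over 60% in size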
#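 Alpha7betagal+/- myoblasts (passage 13) were plated 16-24 hr, then exposed to compounds (1:260 dilution of DMSO stock) for 48 hours at 37C. After MPER lysis, β-galactosidase reporter activity was read as FDG fluorescence (ex 480/em 540) after 30 minutes.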
# BRCA1 expr up: increases BRCA1 expression; MCF7-BRCA1-FFLuc reporter, luminescence, 48 h; response scale: scaled: vehicle 0%, 10 µM genistein 100%; Potency, µM (top dose mostly 46.1 µM), without a hit: at the highest dose activation, hits mostly activators; 1.1% of 380,000 active; AID 624202; further: potency means the concentration at half of the fitted maximal effect; nearly all actives have a fitted effect of over 80% in size; some results filed as inactive show a strong effect at the top dose
#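 MCF7-BRCA1-FFLuc cells, 2000/well in phenol-red-free MEM, attached 2 h then treated 48 h at 37 C. Luciferase luminescence read 15 min after reagent; normalized to genistein maximum activation (10microM) and DMSO, concentration-response fitted.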
# * = called active by the depositor; ? = inconclusive; . = no result given; [ ] = another dose, or the depositor's remark. Unless noted, the call rests on the fitted dose curve; in most records, active means well fitted curve in the direction sought with a large enough effect; inconclusive means small, poorly fitted or top-dose-only effect, or another doubt; inactive means no such curve, though single readings can be large; an effect the other way counts as inactive or inconclusive.
SMILES,TRPV1 agonist,uPA generation,p53 reactivator,PTAP TSG101 blk,B2AR arrestin,ASM inhibitor,ELG1 genotoxic,Eya2 inh,USP2a block,a7 integrin act,BRCA1 expr up
COc1ccc(C2=NOC(C(=O)Nc3cc(C)on3)C2)cc1OC (stereo not drawn),2,-23%,-2%,1%,-0.4%,0%,-3%,-9%,-1%,9%,1%
Cc1ccc2nc(N3CCN(Cc4ccc(F)cc4)C3=O)c(C)cc2c1,2,2%,4%,1%,-1.0%,-4%,-3%,-9%,4%,13%,31%
Cc1cc(C)c(NC(=O)c2ccc3c(c2)NC(=O)C(C)S3)c(C)c1 (stereo not drawn),26,11%,-7%,-1%,-0.1%,1%,-2%,21%,3%,-13%,-2%
CN1C(=O)CC(c2ccccc2)CC1=O,2,13%,0%,-4%,-0.1%,3%,2%,-4%,-1%,26%,10%
CCOC(=O)c1c(C)[nH]c(C(=O)OCC(=O)NCCc2ccc(OCC)c(OCC)c2)c1C,6,14%,-6%,1%,0.4%,-3%,-16%,-14%,1%,-27%,-20%
O=C(Nc1cccnc1)C1(c2ccccc2)CCCC1,0,2%,-3%,1%,-0.9%,-2%,-4%,-2%,0%,8%,-23%
O=C(NCc1cccnc1)C1CCCN(S(=O)(=O)c2ccc(Cl)cc2)C1 (stereo not drawn),18,7%,-2%,-1%,-0.2%,4%,-5%,-22%,2%,-39%,-20%
CN(CC(=O)Nc1ccncc1)S(=O)(=O)c1ccc(Br)cc1,7,.,3%,-5%,0.1%,6%,-4%,-1%,2%,5%,-36%
CCOC(=O)N1CCN(CCC(=O)Nc2cc(OC)cc(OC)c2)CC1,-2,11%,0%,0%,-0.3%,0%,-2%,0%,2%,18%,22%
COc1ccccc1CNC(=O)c1cc(S(=O)(=O)N2CCCC2)cn1C,0,-1%,.,-4%,0.0%,1%,0%,-24%,0%,-10%,-1%
CC1(C)CC(=O)C(C=NCC(O)c2ccccc2)=C(O)C1 (stereo not drawn),2,.,1%,0%,-0.2%,4%,0%,-1%,1%,-3%,0%
Brc1ccc(/C=N/c2nc3ccccc3n2CCN2CCOCC2)cc1,2,-4%,1%,-1%,-0.6%,2%,2%,4%,1%,-15%,5%
Cc1nnn(C23C[C@@H]4C[C@@H](CC(C(=O)N5CCN(c6ccccc6)CC5)(C4)C2)C3)n1,7,-3%,0%,-2%,-0.4%,1%,-10%,-3%,0%,2%,13%
CCOc1ccc(N(CC(=O)N/N=C(\C)c2cccc(NC(C)=O)c2)S(=O)(=O)c2ccccc2)cc1,-3,-1%,-1%,-4%,3.8%,?,-7%,15%,-1%,12%,-8%
CCOC(=O)C(Sc1nn(C)c(=S)s1)C(C)=O (stereo not drawn),-2,.,7%,-2%,-0.2%,5%,0%,-4%,5%,-1%,-18%
COc1ccc(C(=O)OCC(=O)NC2CC2)cc1S(=O)(=O)N1CCOCC1,-2,1%,-5%,0%,-0.2%,-2%,1%,0%,0%,6%,0%
CN(C)C(=O)c1ccc(N/C=C(\C=O)c2nc3ccccc3o2)cc1,2,-2%,3%,-2%,0.2%,-1%,1%,-3%,0%,-22%,-42%
O=[N+]([O-])c1ccc(Sc2cccc3cccnc23)cc1,-3,9%,11%,0%,-0.1%,-5%,?,23%,0%,-12%,?
CC(NC(=O)[C@H](Cc1c[nH]c2ccccc12)NC(=O)[C@@H]1Cc2ccccc2CN1)c1ccccc1 (stereo partly drawn),3,-3%,.,-4%,-0.7%,11%,5%,-1%,1%,-22%,5%
CC(NC(=O)[C@@H](C)NC(=O)[C@@H]1Cc2ccccc2CN1C(=O)OC(C)(C)C)c1ccccc1 (stereo partly drawn),-3,3%,9%,-3%,-0.6%,0%,-1%,-10%,-2%,7%,1%
Nc1nnc(CC(=O)N2CCCCC2)s1,0,-2%,2%,2%,0.0%,-2%,4%,5%,2%,6%,4%
CC(Sc1nc(C(F)(F)F)nc2ccccc12)C(=O)NC1CCCC1 (stereo not drawn),16,-2%,-3%,-6%,-0.5%,-3%,-2%,16%,-1%,-22%,-6%
COc1ccc(OC)c(CCNC(=O)CSc2ccsc2[N+](=O)[O-])c1,4,?,14%,87%[activator],0.1%,-7%,-2%,1%,-2%,-19%,-9%
CN(C)c1ccc(NC(=O)COC(=O)c2cc(=O)c3ccccc3o2)cc1,-2,3%,-4%,0%,-1.9%,2%,-1%,-3%,1%,-14%,2%
CCN1C(=O)c2cccc3c(S(=O)(=O)NCCc4c[nH]c5ccccc45)ccc1c23,11,1%,1%,-12%,0.2%,-12%,0%,0%,1%,-13%,-14%
CCOc1ccc(CN2CCN(Cc3cc4ccccc4o3)CC2CCO)cc1 (stereo not drawn),10,14%,?,-8%,0.2%,-2%,-9%,1%,-1%,0%,-8%
CCc1cccc(OCC(=O)Nc2ccccc2N2CCCC2)c1,27,2%,7%,1%,-0.8%,-3%,-4%,-21%,4%,18%,-43%
Cc1cc(C)n(-c2ccc(C(=O)OCC(=O)Nc3ccc(Cl)cc3[N+](=O)[O-])cc2)n1,3,4%,5%,-13%,-0.6%,-12%,2%,4%,1%,23%,-1%
CCc1cc(-c2n[nH]c(=S)n2-c2ccccc2C)cs1,-1,.,-4%,-7%,0.3%,-3%,1%,6%,2%,20%[7.66 µM],-26%
O=C(COC(=O)c1cc[n+]([O-])cc1)Nc1c(Cl)cccc1C(F)(F)F,-3,0%,3%,-5%,-0.9%,-1%,2%,-20%,-1%,-4%,8%
Cc1cc(C)n(Cc2n[nH]c(=S)n2Cc2ccccc2)n1,1,3%,8%,-1%,-0.6%,4%,-1%,-10%,1%,-5%,-22%
COc1cccc(CN2CCNC(=O)C2CC(=O)NCCn2nc(C)cc2C)c1OC (stereo not drawn),-4,5%,-2%,-6%,3.5%,6%,-4%,?,-4%,-18%,0%
CCc1ccc(OCCOCC(O)CN2CCN(Cc3ccc(Cl)cc3)CC2)cc1 (stereo not drawn),2,-1%,7%,0%,-0.2%,3%,1%,-10%,-1%,-41%,-26%
CCCn1c(CCNC(=O)c2ccco2)nc2ccccc21,1,0%,2%,-8%,4.3%,3%,-2%,2%,-1%,16%,-2%
COc1cccc(NC(=O)CC2SC(=Nc3ccccc3)NC2=O)c1 (stereo not drawn),-6,-3%,-2%,-2%,0.0%,-1%,-1%,12%,2%,11%,-43%
O=C(CC(c1ccccc1)c1ccccc1)Nc1ccncc1,?,-2%,-2%,-9%,-0.2%,-1%,-10%,13%,8%,8%,-20%
O=C1NC(=O)c2cc(NC(=O)C3CCCCC3)ccc21,2,-6%,2%,-4%,-0.1%,8%,-2%,-30%,2%,-9%,-11%
CCC(C)[C@H](NC(=O)NC1CC1)C(=O)O (stereo partly drawn),-1,1%,-1%,.,-0.6%,5%,2%,16%,5%,-14%,-16%
Cc1ccc(NC(=O)CNC(=O)c2ccc(OC(F)F)cc2)cc1S(=O)(=O)N1CCCCCC1,.,4%,.,-2%,.,-17%,.,.,.,3%,-23%
COc1ccc(/C=N/NC(=O)COc2ccc(Cl)cc2Cl)cc1Cn1nc(C)cc1C,3,16%,-11%,-5%,-0.5%,-5%,3%,-17%,4%,-29%,-54%
CCN(CC)C(=O)CSc1nc(N)c(C(=O)Nc2ccc(OC)cc2)s1,6,-1%,0%,-3%,-0.6%,-2%,-4%,7%,-2%,-25%,-1%
CCN1C(=O)C(=O)N(CC(=O)N(C)CC(=O)Nc2ccccc2Cl)C1=O,-2,1%,3%,-1%,-0.3%,0%,3%,5%,-1%,-8%,1%
Cn1nnnc1SCC(=O)Nc1nc2ccccc2s1,1,-4%,11%,0%,0.1%,-3%,15%,5%,2%,-14%,39%
O=S(=O)(c1ccc(N2CCOCC2)c(Cl)c1)N1CCOCC1,1,-6%,1%,2%,-0.5%,2%,-1%,4%,2%,-38%[inhibitor],-20%
COc1ccc(N(CC(=O)N2CCc3ccccc3C2)S(=O)(=O)c2c(C)nn(C)c2C)cc1,.,-2%,0%,-10%,0.0%,7%,-1%,-8%,-1%,12%,-21%
CCOc1ccccc1NC(=O)c1ccc(OCC)c([N+](=O)[O-])c1,14,6%,6%,0%,0.3%,7%,3%,-15%,-9%,9%,-15%

# Copied from the list.
# Result for CC(NC(=O)[C@H](Cc1c[nH]c2ccccc12)NC(=O)[C@@H]1Cc2ccccc2CN1)c1ccccc1 (stereo partly drawn) under USP2a block: 1%
# Result for COc1cccc(CN2CCNC(=O)C2CC(=O)NCCn2nc(C)cc2C)c1OC (stereo not drawn) under TRPV1 agonist: -4
